Bioassay records from PubChem.
ATG4B inh – blocks human ATG4B protease cleavage of LC3 substrate; ATG4B cleavage of LC3-PLA2, NBD-HPC fluorescence, 1 h; 0.51% of 340,000 active; inhibition, % at 8.33 µM; Q9Y4P1; in the data active = inhibition above about 40%
CCR6 antagonist – antagonists of human CCR6 receptor; 0.49% of 340,000 active; inhibition, % at 20 µM; P51684; CHO-K1 CCR6 PathHunter beta-arrestin, luminescence, CCL20-stimulated;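 active = compounds whose inhibition of the agonist-driven luminescence signal at 20 µM reaches about 50%, limit read from the data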;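 note: cells stimulated with CCL20 at 14 nM final; plate controls were DMSO with CCL20 for no effect and DMSO without agonist for full effect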
Target sequence (P51684 whole entry, looked up): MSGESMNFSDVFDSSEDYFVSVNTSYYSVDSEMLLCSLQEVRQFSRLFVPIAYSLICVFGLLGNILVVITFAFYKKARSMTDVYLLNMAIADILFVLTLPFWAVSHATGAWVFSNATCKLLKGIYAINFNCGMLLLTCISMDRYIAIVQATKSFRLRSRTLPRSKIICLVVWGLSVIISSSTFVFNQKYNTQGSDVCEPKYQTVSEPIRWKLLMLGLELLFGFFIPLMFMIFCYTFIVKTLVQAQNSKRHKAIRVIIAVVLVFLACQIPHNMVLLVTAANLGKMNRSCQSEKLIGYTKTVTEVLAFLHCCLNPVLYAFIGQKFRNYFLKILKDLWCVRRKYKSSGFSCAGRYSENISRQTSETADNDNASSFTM
EBI2 antag – blocks human EBI2 receptor beta-arrestin signaling; EBI2 beta-arrestin recruitment, luminescence, 7a,25-OHC stimulated; inhibition, % at 5 µM; 0.81% of 360,000 active; in the data active = inhibition above about 38%;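 note: enzyme fragment complementation signal reports receptor beta-arrestin coupling in cells; 0% = agonist plus DMSO wells and 100% = wells without agonist; some results beyond the cut were filed as inactive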
APJ ag – APJ receptor agonism; P35414; CHO-K1 APJ PathHunter beta-arrestin, luminescence; 0% DMSO wells, 100% apelin; activation, % at 20 µM; 0.11% of 330,000 active; AID 2520;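 active = activation more than six SD over the plate average, tested at 20 µM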;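 note: 0% = DMSO alone and 100% = apelin-13 at 10 nM; some results filed as inactive read as strong as hits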
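Material: CHO-K1 APJ beta-arrestin complementation cell line; Input: cell density 1000 per well; Incubation: compound stimulation 90 min at 25 °C, detection 60 min; Signal: luminescence from split beta-galactosidase complementation, Galacton Star/Emerald II substrate; Controls: DMSO-only wells as negative, 10 nM Apelin-13 as positive control.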
UBC13 inh – human UBC13 polyubiquitination inhibition; P61088; UBC13 polyubiquitin chain formation, TR-FRET; inhibition, % at 20 µM; 0.47% of 330,000 active; in the data active = inhibition above about 45%, passing the limit was not always enough; inconclusive = no clear call, values can overlap the other calls
Target sequence (P61088 whole entry, looked up): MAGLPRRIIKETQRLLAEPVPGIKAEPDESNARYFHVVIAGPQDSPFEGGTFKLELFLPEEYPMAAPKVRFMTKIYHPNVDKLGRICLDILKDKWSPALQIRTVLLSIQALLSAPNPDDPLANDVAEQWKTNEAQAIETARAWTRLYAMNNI
Gli-Sufu block – antagonists of Gli-Sufu signaling; Sufu-KO-LIGHT fibroblasts, Gli luciferase reporter luminescence; inhibition, % at 5 µM; 0.74% of 340,000 active; AID 588413;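 active = inhibition above about 55%, limit read from the data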;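 note: 0% = DMSO-treated cells and 100% = wells with medium but no cells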
CXCR6 inh – blocks human CXCR6 beta-arrestin recruitment; CHO-K1 PathHunter CXCR6 beta-arrestin, luminescence; inhibition, % at 20 µM; 0.36% of 360,000 active; AID 602244; in the data active = inhibition above about 34%, passing the limit was not always enough;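 note: antagonist mode with CXCL16 agonist at 10 nM final; 0% = 10 nM CXCL16 with DMSO and 100% = unstimulated wells without agonist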
Target sequence (O00574 whole entry, looked up): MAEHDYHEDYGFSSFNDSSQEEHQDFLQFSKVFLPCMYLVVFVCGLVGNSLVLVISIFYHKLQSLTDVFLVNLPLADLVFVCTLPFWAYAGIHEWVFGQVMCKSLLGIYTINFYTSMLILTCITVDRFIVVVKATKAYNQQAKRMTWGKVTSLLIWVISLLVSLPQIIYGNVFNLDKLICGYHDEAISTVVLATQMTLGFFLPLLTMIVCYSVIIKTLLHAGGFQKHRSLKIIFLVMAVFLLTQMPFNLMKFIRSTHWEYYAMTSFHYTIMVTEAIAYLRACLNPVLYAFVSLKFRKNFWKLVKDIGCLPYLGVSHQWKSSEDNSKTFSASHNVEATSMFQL
APJ antagonist – blocks the human apelin receptor APJ; P35414; CHO-K1 APJ beta-arrestin complementation, luminescence; inhibition, % at 20 µM; 0.32% of 330,000 active;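 active = inhibition above about 40% at 20 µM, limit read from the data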;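 note: cells challenged with 10 nM apelin-13 agonist together with compound; plate controls were apelin-13 plus DMSO wells for no effect and DMSO wells lacking apelin-13 for full effect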
Numbers without * were called inactive; u = inconclusive; x = not tested or not shown.

Results follow in this order: ATG4B inh, CCR6 antagonist, EBI2 antag, APJ ag, UBC13 inh, Gli-Sufu block, CXCR6 inh, APJ antagonist
#1 COc1ccccc1NC(=O)c1cc(Br)ccc1Cl
 : -2, 11, 5, -4, 3, -10, -6, 1
#2 Cc1ccc(C(=O)OCC(=O)NCc2ccc(F)cc2)o1
 : 2, 7, -13, -5, 6, 7, -5, -7
#3 CC1Cc2cc(/C(O)=C3/C(=O)C(=O)N(CCCn4ccnc4)C3c3ccc(F)cc3)ccc2O1 (stereo unspecified)
 : -4, -2, 5, 1, -13, -10, -14, -46
#4 Cc1ccccc1-c1cc(C(=O)NCc2ccc3c(c2)OCO3)n(CC2CC(c3cccnc3)=NO2)n1 (stereo unspecified)
 : -8, 12, 10, 0, 1, -10, 9, -8
#5 Cc1ccc(C(=O)Nc2cccc(C(O)c3ccccc3)c2)cc1 (stereo unspecified)
 : 10, 2, -2, 1, 1, -10, 5, 0
#6 COc1ccc(NC(=O)C2CCCN(CCCc3ccccc3)C2)cc1OCC(C)C (stereo unspecified)
 : 2, 23, -1, 2, 17, 22, 1, -24
#7 Nc1ccc2nc[nH]c2c1
 : -2, -25, -15, 0, -12, -1, -25, -19
#8 CCc1ccc(NC(=O)CCc2nnc3ccc(N4CCCC4)nn23)cc1
 : 5, 7, 18, -5, 6, 2, -4, -4
#9 CC(C)Cc1ccc(S(=O)(=O)Nc2cccnc2)cc1
 : -4, 16, -8, -2, 0, 5, -9, -10
#10 Cc1cc(CCCCCCCCc2cc(C)cc(=O)o2)oc(=O)c1
 : 13, 5, -1, -2, 13, 5, -3, 10
#11 CCC(C(=O)N1CCN(S(=O)(=O)c2sc(C(=O)O)c(C)c2C(=O)O)CC1)c1ccccc1 (stereo unspecified)
 : -15, 6, 7, 1, -11, -11, -6, -4
#12 CSc1ccccc1C(=O)Nc1ccc(S(=O)(=O)NC2=NCCCCC2)cc1
 : 1, 1, 6, -1, u, -5, 5, -28
#13 COc1ccc2nc(/N=C/c3c(C)[nH]n(-c4ccc(C)cc4C)c3=O)sc2c1
 : 12, 46, -4, 1, -7, -11, -3, 12
#14 CSc1ccc(S(=O)(=O)NCc2ccccc2)cc1
 : 16, 1, 7, -4, 3, -1, 0, -38
#15 O=C(/C=C\c1ccco1)c1ccc(NC(=O)c2ccco2)cc1
 : 20, 11, 1, -3, -6, -60, 4, -7
#16 O=[N+]([O-])c1ccc(Cl)c(/C=N/N2CCN(c3ccccc3)CC2)c1
 : 0, 15, 7, 0, -11, 21, 4, -4
#17 CC(C)c1nc2oc3c(N4CCN(C)CC4)ncnc3c2c2c1CCC2
 : -3, 0, 15, x, x, 17, 7, x
#18 CN(C)C(CNC(=O)C1CCCN1C(=O)c1cccs1)c1ccccc1 (stereo unspecified)
 : 2, 0, -14, -3, 10, -6, -1, -1
#19 COC(=O)c1cc(S(=O)(=O)N2CCC(c3ccccc3)C2)c[nH]1 (stereo unspecified)
 : -9, -3, -6, 0, -11, 14, -7, 3
#20 CCn1c(NC2CCCCC2)nc2ccccc21
 : 1, 13, -5, -3, 2, 2, 4, 9

Next structures:
Results follow in this order: ATG4B inh, CCR6 antagonist, EBI2 antag, APJ ag, UBC13 inh, Gli-Sufu block, CXCR6 inh, APJ antagonist
#21 C=CC(COCc1ccccc1)N(Cc1ccccc1)S(=O)(=O)c1ccccc1Br (stereo unspecified)
 : -7, 24, 12, 5, 11, 16, -9, -2
#22 O=c1cc(CO)[nH]cc1OCc1ccccc1
 : 3, -3, -4, 0, 2, 7, 9, 8
#23 COc1ccccc1C=Cc1ccnc2ccccc12
 : -12, 21, -8, x, x, -30, -2, x
#24 CCOC(=O)C1C(=O)C=C(C)C(C(=O)OCC)C1c1cccc([N+](=O)[O-])c1 (stereo unspecified)
 : 0, 3, -12, -2, 0, 19, 8, 15
#25 Cn1cc(S(=O)(=O)CC(=O)N2CCCc3ccccc32)c2ccccc21
 : -20, -4, 3, 3, 2, 0, -13, 12
#26 Cc1c(Cl)cccc1N1C(=O)CC(N(O)c2ccccc2)C1=O (stereo unspecified)
 : -9, 11, -11, 19, -16, -3, -3, -6
#27 CCCCN(CC)CCNC(=O)c1ccc2c(Cl)c3c(nc2c1)CCC3
 : 6, 22, -5, -3, 16, x, 7, -1
#28 Cc1ccsc1C(=O)OCC(=O)Nc1cccc(F)c1
 : -4, 2, -3, -5, 18, -44, 2, 18
#29 O=C(N/N=C/c1cccnc1)c1cc(-c2ccc(Cl)cc2)nc2ccccc12
 : -7, 1, 18, -3, 1, 3, 0, 12
#30 O=C(COc1ncnc2cc([N+](=O)[O-])ccc12)NC(=O)NC1CCCCC1
 : 0, -9, -13, 0, 5, 9, -15, -23
#31 Cc1ccc(-c2c(C(=O)Nc3ccccc3C)c(C)[nH]c(=S)c2C#N)o1
 : -6, -7, 2, -4, 18, 1, 7, 1
#32 CCCCn1nnc(NC(=O)c2sc3cc(Cl)ccc3c2Cl)n1
 : -4, 14, -7, -5, -13, 4, 3, 14
#33 CCOCC(=O)Nc1nc(C)cc(C)n1
 : 3, 1, 6, 0, -4, 2, -3, 4
#34 CCc1ccc(N(CC(=O)NC(C)(C)C)C(=O)CNC(=O)c2cccs2)cc1
 : -12, -1, -3, 3, 4, -4, 1, 12
#35 Cc1ccc(/C=C2/Sc3ccccc3N(CC(=O)NCCCOC(C)C)C2=O)cc1
 : 1, 13, 17, 2, 15, 0, 5, -3
#36 O=C(O)c1ccc(N2C(=O)c3cccc4c(C(=O)O)ccc(c34)C2=O)cc1
 : -6, -20, -15, x, x, 15, 0, x
#37 O=C(Cc1ccsc1)N1CCc2c([nH]c3ccccc23)C1c1ccccn1 (stereo unspecified)
 : 3, 6, 2, -3, 1, 4, -3, -5
#38 CCOCCOCCC(C(=O)OCC)P(=O)(c1ccccc1)c1ccccc1 (stereo unspecified)
 : 0, -7, -5, 0, -13, 24, 7, 8
#39 CCC1CCC(C(=O)NNC(=O)OC)CC1 (stereo unspecified)
 : 0, 6, -7, -5, -4, 16, 3, 1
#40 O=C(Nc1ccc(Cl)cc1)Nc1ccccn1
 : -1, 18, -10, -1, -3, -53, -8, 2

The list continues:
Results follow in this order: ATG4B inh, CCR6 antagonist, EBI2 antag, APJ ag, UBC13 inh, Gli-Sufu block, CXCR6 inh, APJ antagonist
#41 CCN(CCCNC(=O)C1CCN(S(=O)(=O)c2cccc3nonc23)CC1)Cc1ccccc1
 : -6, -10, -13, 5, 6, 3, 2, 6
#42 O=C(/C=C/c1ccccc1Cl)NNC(=O)c1ccncc1
 : -10, 1, -3, 2, 1, 6, 5, -6
#43 COc1ccc2c(-c3ccccc3)cc(SCC(=O)N(C)C3CCS(=O)(=O)C3)nc2c1 (stereo unspecified)
 : -33, 10, 14, -2, 28, 6, 8, 10
#44 CCOC(=O)C1CCCCN1C(=O)c1oc2c(Cl)cc(C)cc2c1C (stereo unspecified)
 : -3, 22, -4, 6, -4, 9, 5, -2
#45 COc1ccccc1NC(=O)COC(=O)CC(C)(C)CC1=NS(=O)(=O)c2ccccc2N1
 : -3, 1, -7, 0, 7, -18, -13, 0
#46 COc1ccc(OC)c(C(C)NC(=O)c2ccc(Br)cc2)c1 (stereo unspecified)
 : 2, 14, -2, 1, -1, 9, -1, 8
#47 COc1ccc(CC(=O)OCC(=O)Nc2ccc(OC(F)F)cc2)cc1OC
 : -2, 3, -13, -2, 3, -1, -2, 4
#48 O=[N+]([O-])c1ccc(-c2cn3ccccc3n2)cc1
 : 1, -3, 7, 10, -7, -67, -9, -8
#49 Cc1cc(=O)[nH]c(N/N=C/c2c(C)oc3ccccc23)n1
 : -3, 13, 1, -2, 11, -7, 3, -5
#50 CC(=O)COC(=O)C1CCN(S(=O)(=O)c2cc([N+](=O)[O-])ccc2Cl)CC1
 : -7, 6, -5, 0, -5, 2, -2, -43
#51 NC(=O)OCC(O)COc1ccc(Cl)cc1 (stereo unspecified)
 : 0, 14, 4, 10, -2, -8, -1, -5
#52 CC(=O)Nc1ccc(Oc2nc(-c3cccnc3)nc3sc4c(c23)CCCC4)cc1
 : 13, 4, -14, -3, 19, 4, -5, -7
#53 C=CCn1cc(C(=O)NCCCOCC)c(=O)c2cc(S(=O)(=O)N(CC)CC)ccc21
 : -9, 1, -9, 1, -6, -4, 1, -12
#54 O=C(O)c1ccc(CSc2nnc(-c3ccc(Cl)cc3)o2)cc1
 : 3, -4, -11, 2, -5, 22, -6, -3
#55 O=C(Cn1nc(C(=O)O)c2ccccc2c1=O)Nc1nc(-c2ccccc2)cs1
 : -11, -3, -5, -2, -6, -15, 2, 17
#56 COc1ccc(NC(=S)NC2CCCC2)c(OC)c1
 : 4, 7, 0, 3, -5, 20, 0, 0
#57 Cc1ccc(S(=O)(=O)CCC(=O)OCC(=O)c2cc(C)ccc2C)cc1
 : -2, 15, 5, -3, 1, -5, 4, -13
#58 CC1Nc2ncnc(N3CCc4ccccc4C3)c2N(Cc2ccc(Cl)cc2)C1=O (stereo unspecified)
 : -4, 8, 14, -6, -33, -4, 3, 21
#59 CCn1c(=O)n(CC)c2cc(S(N)(=O)=O)ccc21
 : -8, -12, -1, -1, 10, 6, -7, 9
#60 CCOC(=O)C1(Cc2cccc(Cl)c2)CCCN(C(=O)C(C)(C)C)C1 (stereo unspecified)
 : 4, 12, 1, -4, -3, 14, 6, 2

Following part:
Results follow in this order: ATG4B inh, CCR6 antagonist, EBI2 antag, APJ ag, UBC13 inh, Gli-Sufu block, CXCR6 inh, APJ antagonist
#61 CC(C)(C)C(=O)Nc1ccc(-c2cnco2)cc1
 : -3, 8, 4, -3, 3, -13, -2, 2
#62 Cc1cc(/C=N/NC(=O)CC#N)c(C)n1-c1ccc([N+](=O)[O-])cc1
 : 6, 7, 0, 2, 3, 41, 0, -24
#63 CCO[C@H]1OC(C(=O)NCc2ccccc2)=C[C@@H](c2ccccc2)[C@@H]1CCCO
 : -12, 4, 6, -6, 50*, 8, 5, -37
#64 O=C(CN1C(=O)c2ccccc2S1(=O)=O)Nc1ccccc1C(=O)NCc1ccco1
 : -1, -4, 1, 1, -10, 1, -1, 10
#65 O=C(c1ccncc1)N(Cc1cc2ccccc2[nH]c1=O)C1CCCCC1
 : 0, -21, 0, 2, -16, -2, -3, -8
#66 Cc1ccc(Nc2nc(N)nc(CSc3nnc(-c4ccncc4)o3)n2)cc1
 : -16, 8, -5, 1, -1, 1, -1, 22
#67 N[C@@H](CO)c1cn([C@@H](Cc2cc3ccccc3[nH]2)C(=O)N2CCNCC2)nn1
 : -1, 0, -2, 9, 101*, -5, 3, 18
#68 Nc1c(Cl)ncnc1NCC(O)CO (stereo unspecified)
 : -4, 8, -3, 1, 2, 6, -4, -3
#69 Cn1c(=O)n(C)c2cc(S(=O)(=O)Nc3ccccc3O)ccc21
 : 5, -2, -1, -4, 4, 9, -7, -10
#70 CCOc1cccc(CNCc2ccc(C(=O)O)cc2)c1
 : -4, -10, -4, -1, -1, 5, 8, -2
